HCV inh = HCV inhibition; Huh7.5.1 HCVcc-Cre infection, luciferase reporter, 44 h; actives 3.4% (n = 340,000); Potency, µM (titrated, usually from 41.8 µM), for the others: top-dose activity change, negative = inhibition, most hits filed as inhibitors; note: potency is the fitted concentration of half-maximal effect
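Infectious HCV cell culture screen: compound-treated cells (1,000/well, pre-plated 4 h) are infected with HCVcc-Cre at roughly 0.5 moi and grown 44 h. Infection is quantified by luciferase signal after 15 min substrate incubation at room temperature.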
AmpC inh detg = inhibitors of E. coli AmpC beta-lactamase with detergent | AmpC hydrolysis of nitrocefin, absorbance 480 nm, 0.01% Triton | Potency, µM (doses to about 114 µM), for the others: at the highest dose activity change, negative = inhibition, usual class: inhibitors | actives 0.041% (n = 370,000);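 note: potency is the fitted concentration of half-maximal effect; 0% = no-compound wells and -100% = no-enzyme wells; nearly all actives have a fitted effect of over 25% in size; some results filed as inactive show a strong effect at the top dose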
Target sequence (P00811 whole entry, looked up): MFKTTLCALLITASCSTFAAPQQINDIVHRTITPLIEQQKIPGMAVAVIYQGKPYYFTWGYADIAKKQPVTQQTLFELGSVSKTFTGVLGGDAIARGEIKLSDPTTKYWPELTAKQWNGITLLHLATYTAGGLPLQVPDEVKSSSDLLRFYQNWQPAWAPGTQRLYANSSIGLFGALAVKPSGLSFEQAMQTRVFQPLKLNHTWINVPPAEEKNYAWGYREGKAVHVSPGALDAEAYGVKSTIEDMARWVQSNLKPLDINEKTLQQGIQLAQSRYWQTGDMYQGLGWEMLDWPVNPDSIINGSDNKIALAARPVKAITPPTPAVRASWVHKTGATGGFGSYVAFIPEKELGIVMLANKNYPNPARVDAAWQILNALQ
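AmpC (5.3 nM in the dispensed reagent) in 20 mM phosphate pH 7.0 with 0.01% (detergent screen) or 0.0001% Triton X-100 was preincubated with compounds for 15 min at room temperature. Nitrocefin was then added from an 800 uM solution, and hydrolysis was followed at 480 nm.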
FBPA Giardia inh = inhibitors of Giardia lamblia fructose-1,6-bisphosphate aldolase; AID 2451; purified Giardia FBPA; Potency, µM (highest dose often 59.6 µM), for inactives: at the highest dose activity, negative = inhibition, most hits filed as inhibitors; A8B2U2; actives 0.71% (n = 290,000); note: potency is the fitted concentration of half-maximal effect; nearly all actives have a fitted effect of over 55% in size
Target sequence (A8B2U2 whole entry, looked up): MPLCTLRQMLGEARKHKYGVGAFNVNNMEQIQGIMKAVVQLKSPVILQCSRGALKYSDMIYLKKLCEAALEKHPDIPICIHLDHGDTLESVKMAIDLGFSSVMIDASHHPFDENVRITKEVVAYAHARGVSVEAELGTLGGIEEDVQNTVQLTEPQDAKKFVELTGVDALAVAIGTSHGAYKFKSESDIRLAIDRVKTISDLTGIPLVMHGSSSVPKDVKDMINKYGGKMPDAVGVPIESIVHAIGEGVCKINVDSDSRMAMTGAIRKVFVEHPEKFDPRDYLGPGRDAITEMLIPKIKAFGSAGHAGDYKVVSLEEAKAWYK
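Giardia FBPA (40 nM reagent) was preincubated 10 min at RT with compound (up to 57.5 uM final), then substrate plus GAPDH/TPI/NAD/arsenate coupling system with diaphorase/resazurin was added; resorufin fluorescence (525/598 nm) was read after 20 min.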
HCMV antiviral = human cytomegalovirus inhibition; HFF cells, HCMV-luciferase reporter, 72 h; active compounds read low; activity change, negative = inhibition, % at 57.5 µM; actives 4.5% (n = 410,000); AID 1259415; in the data active = activity change below about -60%; inconclusive = no clear call, values can overlap the other calls; inactive = above about -39%
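Luciferase read-out from HCMV-luciferase-infected HFFs (MOI 1 PFU/cell) 72 h post infection at 37C; compounds added after 16 h cell attachment; activity normalized between buffer-only basal and Salinomycin (10uM) inhibitor controls.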
AmpC no deterg = inhibitors of E. coli AmpC beta-lactamase without detergent; AmpC nitrocefin hydrolysis, absorbance 480 nm, 0.0001% Triton; Potency, µM (top dose mostly 57.1 µM), for the others: at the top dose activity change, negative = inhibition, usual class: inhibitors; actives 0.52% (n = 330,000);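 note: potency is the fitted concentration of half-maximal effect; plate controls were no compound for no effect and no enzyme for full effect; nearly all actives have a fitted effect of over 20% in size; some results filed as inactive show a strong effect at the top dose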
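AmpC (5.3 nM in the dispensed reagent) in 20 mM phosphate pH 7.0 with 0.01% (detergent screen) or 0.0001% Triton X-100 was preincubated with compounds for 15 min at room temperature. Nitrocefin was then added from an 800 uM solution, and hydrolysis was followed at 480 nm.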
Sm TGR block = inhibitors of Schistosoma mansoni thioredoxin glutathione reductase; Potency, µM (highest dose often 114 µM), inactives show at the top dose activity change, negative = inhibition, most hits filed as inhibitors; actives 3% (n = 360,000); Q962Y6; purified TGR, DTNB reduction, TNB absorbance 405 nm; note: potency is the fitted concentration of half-maximal effect; nearly all actives have a fitted effect of over 60% in size
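First, TGR (20 nM dispensed) and NADPH were mixed with compound. Second, a 15 min room-temperature incubation followed. Third, further NADPH and then DTNB were added to start the reaction. Finally, TNB absorbance was monitored kinetically.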
* marks the source's active call; other numbers are inactive results; ? = inconclusive; · = not tested or not shown; & = joins results of further samples; [ ] = remark or other dose. Unless noted, calls come from the whole dose curve; as a rule, active = well fitted curve in the direction sought with a large enough effect; inconclusive = small, poorly fitted or top-dose-only effect, or another doubt; inactive = no such curve, though single readings can be large; an effect the other way counts as inactive or inconclusive. Unless noted, % is set by controls: 0 for no effect and ±100 for the full control effect.

Below each SMILES – AmpC no deterg | HCMV antiviral | FBPA Giardia inh | HCV inh | AmpC inh detg | Sm TGR block
Cc1cc(C)c2[nH]c(=O)c(C(c3nnnn3C3CCCC3)N3CCOCC3)cc2c1 (stereo not drawn)
 : 6% | · | -4% | · | -12% | -11%
Cc1noc(C)c1S(=O)(=O)N(C)C[C@H]1Oc2c(NC(=O)NC(C)C)cccc2C(=O)N([C@H](C)CO)C[C@@H]1C
 : 145%[activator] | 21 | · | -1% | · | ·
CC(=O)Nc1ccc(NC(=O)CC(C)n2ccnc2)cc1 (stereo not drawn)
 : -4% | ? | -7% | 5% | -7% | -3%
Cc1ccccc1-c1nc(CS(=O)CC(=O)NC2CCCCC2)c(C)o1 (stereo not drawn)
 : 93%[activator] | -9 | · | 18% | 7% | 40µM*
C=CCN(C(=O)Cn1c(C(=O)OC)cc2oc(C)cc21)c1ccccc1
 : -5% | -19 | -4% | -9% | 6% | 4%
CN(C)C(CNC(=O)c1ccc(C(=O)c2ccccc2)cc1)c1ccccc1 (stereo not drawn)
 : 30% | 7 | 9% | 3% | -11% | 0%
Cc1ccc(-c2c(C)n([O-])c3c([n+]2=O)CCCCC3)cc1
 : -8% | -21 | 6% | 16% | ? | -1%
Cc1cc(C)cc(OCC(=O)Nc2c(C)ccc3nsnc23)c1
 : · | -11 | · | · | -1% | 6%
Cc1nc(NCc2ccco2)[nH]c(=O)c1CCC(C)C
 : -21% | -25 | -3% | 2% | -14% | -2%
O=c1[nH]c(CN2CC=C(c3ccccc3)CC2)nc2scc(-c3cccs3)c12
 : -2% | -15 | -10% | ? | -8% | -7%
CCCCCn1c(=O)c(-c2nc3ccccc3[nH]2)c(O)c2ccccc21
 : -24% | -8 | 8% | ? | 1% | ·
CC(=O)c1cn(C)c(=O)[nH]c1=O
 : -17% | -22 | 5% | 13% | -7% | 10%
CC1(C)C=C(c2ccc(C=O)s2)CC(C)(C)N1
 : ? | -7 | 1% | 8% | 1% | -6%
O=CN1CCN(C(=O)c2cccc3c2-c2ccccc2C3=O)CC1
 : -3% | 55 | -3% | -2% | 5% | 7%
O=C(O)c1[nH]c2ccccc2c1C(c1cccc(O)c1)c1c(C(=O)O)[nH]c2ccccc12
 : -33% | 64 | 20% | 18% | ? | -28%
COC(=O)c1ccc(NC(=O)COc2ccc(S(=O)(=O)NC(C)(C)C)cc2)cc1
 : -21% | 63 | 3% | -10% | -3% | -4%
O=S(=O)(N1CCCCC1)N1CCN(CC(O)COc2ccc3cc(Br)ccc3c2)CC1 (stereo not drawn)
 : 33% | ? | 2% | ? | -5% | -9%
COC(=O)c1sc(=S)n(Cc2ccccc2)c1C
 : -24% | -21 | 5% | -7% | -5% | 16%
Cc1ccc(-c2nc(SCC(=O)Nc3cc(S(=O)(=O)N4CCCCC4)ccc3Cl)n[nH]2)cc1
 : -43% | 6 | 3% | ? | 2% | 5%
COc1ccc(-c2nn(-c3ccccc3)cc2CNC(=O)c2cccc([N+](=O)[O-])c2)cc1
 : -16% | -33 | -5% | ? | -3% | 7%
COc1ccc(NC(=O)CSc2ncnc3c2cnn3Cc2ccccc2)cc1OC
 : -1% | 0 | 4% | 9% | 3% | -16%
COc1ccc(OC)c(CNC(=O)CCS(=O)(=O)c2ccc3c(c2)oc(=O)n3C)c1
 : 4% | ? | · | -14% | 0%&23% | -12%&4%
CC(C)[C@H](NC(=O)c1ccccc1Cl)C(=O)OCc1cc([N+](=O)[O-])cc2c1OCOC2
 : -18% | -29 | 0% | ? | ? | -12%
CCC(C)[C@H](NC(=O)N1CC(=O)Nc2ccccc21)C(=O)N1CCC[C@@H]1C(=O)O (stereo partly drawn)
 : 4% | 32 | -2% | ? | ? | -7%
O=C1CCCc2[nH]c(-c3ccccc3)nc21
 : 19% | 4 | 11% | 17% | -6% | 21%
COc1ccc(C(c2nnnn2C2CCCCC2)N2CCN(c3ccccc3F)CC2)cc1 (stereo not drawn)
 : 13% | ? | -2% | ? | -6% | 0%
CCCCN(C(=O)CN1C(=O)C2CCCCC2C1=O)c1c(N)n(Cc2ccccc2)c(=O)[nH]c1=O (stereo not drawn)
 : -16% | ? | · | -16% | -18% | 0%
Cc1cc(OCCCn2ccnc2)ccc1[N+](=O)[O-]
 : -12% | 16 | ? | -9% | -7% | 55%[activator]
Cc1cc(C)cc(C(=O)NC(CC(N)=O)c2ccc(NC3CCCCC3)c([N+](=O)[O-])c2)c1 (stereo not drawn)
 : 1% | 0 | 3% | 38%[activator] | 1% | 1%
Cc1cc(C(=O)CCl)c(C)n1-c1ccon1
 : -2% | ? | -2% | ? | -3% | 11µM*
Cc1ccc(NC(=O)C(C)N2C(=O)C3CC=C(Cl)CC3C2=O)cc1 (stereo not drawn)
 : -40% | 29 | -6% | -4% | -4% | 3%
O=C(O)c1ccc(CSc2n[nH]c(-c3ccco3)n2)cc1
 : -5% | 23 | -15% | 20% | -11% | -19%
CCN1C(=O)c2ccccc2S(=O)(=O)c2ccc(C(=O)NC(C)C)cc21
 : -14% | -15 | 1% | 13% | 1% | -14%
CCN(CCNCC(O)COc1ccccc1C(C)C)c1cccc(C)c1 (stereo not drawn)
 : 1% | 14 | 22µM* | 13µM* | 1% | 9%
CS(=O)(=O)c1ccc(Cl)c(NC(=O)COC(=O)CNC(=O)c2cccs2)c1
 : -13% | 5 | · | 11% | 0% | 2%
O=C(CNC(=O)c1ccccc1F)OCc1nc2ccccc2s1
 : -47% | 13 | 2% | -11% | -12% | 2%
CN1C2CCC1CC(N(CCc1ccccc1)C(=O)c1ccc(Cl)cc1)C2 (stereo not drawn)
 : 60%[activator] | 0 | -4% | -21% | -3% | 8%
CCc1ccc(NC(=O)CCc2nc3cccnc3n2Cc2ccc(OC)cc2)cc1
 : 37% | 2 | -2% | ? | ? | -32%
COc1ccc(NC(=O)c2ccco2)cc1NC(=O)C(C)Oc1ccc(Cl)cc1Cl (stereo not drawn)
 : · | -80* | · | · | 2% | 4%
Cc1ccc(SCc2[nH]nc3c2C2(C(=O)Nc4ccc([N+](=O)[O-])cc42)C(C#N)=C(N)O3)cc1 (stereo not drawn)
 : -40% | 1 | 9% | -15% | -13% | 15%
COc1ccc(S(=O)(=O)NCCc2cn3nc(C)c(C)nc3n2)cc1F
 : 0% | -1 | 0% | -7% | -16% | -25%
COc1ccc(N2C=C3C(=O)C(C)(OC(=O)CCc4ccccc4)C(=O)C=C3C=C2c2ccc(C#N)cc2)cc1 (stereo not drawn)
 : 54% | -4 | ? | 3%[8.37 µM] | 2% | -26%
Cc1ccc(Cn2c(=N)c(S(=O)(=O)c3ccc(Br)cc3)cc3c(=O)n4ccccc4nc32)cc1
 : -3% | · | 0% | -8% | 5% | -3%
CCCN(C(=O)Cc1nc(N)n[nH]1)C1(C(=O)Nc2ccccc2C)CCCCC1
 : -17% | -7 | 0% | 18% | 3% | 4%
Cc1ccc2[nH]c(=O)c(CN(Cc3ccccc3)C(=S)NCCCN(C)C)cc2c1
 : -19% | -32 | -5% | -28% | -8% | 2%
Cc1ccc(NC(=O)Nc2nc3ccc(S(C)(=O)=O)cc3s2)cc1
 : -15% | -8 | · | ? | 0% | -4%
COc1cccc(Nc2ncc(C#N)c(N)n2)c1
 : -20% | 41 | 0% | -2% | ? | 16%
O=C(c1ccc(CS(=O)(=O)c2ccc(Br)cc2)o1)N1CCN(c2ccccn2)CC1
 : 15% | -9 | -3% | -25% | -17% | ?
CCOc1ccc(N=C(NN)c2ccc3ccccc3n2)cc1
 : -37% | -69* | ? | ? | 2% | 2%
O=C(Nc1ccc(NC(=O)c2ccco2)c(Cl)c1)c1ccc2c(c1)OCCO2
 : -30% | 16 | -3% | ? | -1% | 0%

Other entries follow.
Below each SMILES – AmpC no deterg | HCMV antiviral | FBPA Giardia inh | HCV inh | AmpC inh detg | Sm TGR block
O=c1[nH]c(=O)n(-c2ccccc2)c(O)c1/C=C/C=Nc1ccccc1
 : -25% | -11 | -10% | 0% | -2% | -4%
O=C(CSc1nnc(NC(=O)c2ccc(F)cc2F)s1)NC1CC1
 : -6% | 68 | -30% | 2% | -2% | 18%
CCc1ccc(C2=C(C)C(N3CCC(C(=O)Nc4ccc(F)cc4)CC3)=NS2(=O)=O)cc1
 : · | -33 | · | · | -1% | -7%
COc1ccccc1CCNC(=O)Cc1c(C)c2ccc(O)cc2oc1=O
 : · | -9 | · | · | 3% | 0%
CC(Sc1n[nH]c(N)n1)c1nc2scc(-c3cccs3)c2c(=O)[nH]1 (stereo not drawn)
 : -22% | 5 | -1% | 15% | 9% | 7%
CC(C)(C)n1nc2c(c1NC(=O)c1ccccc1)CS(=O)(=O)C2
 : -8% | 15 | 8% | 4% | 6% | 5%
COc1ccc(CCNC(=O)[C@H](C)NC(=O)N2CCn3c2nc2ccccc23)cc1OC
 : -10% | 13 | · | 12% | 1% | -11%
O=C(NCCCn1ccnc1)/C(=C\c1ccccc1F)NC(=O)c1ccccc1
 : -25% | -19 | · | 10% | -2% | 3%
COc1cc(/C=N/N=C(N)N)ccc1OCc1ccc(Cl)cc1
 : -36% | -102* | -2% | 13µM* | 2% | ·
Clc1ccc(CSc2ncnc3nc[nH]c23)cc1
 : -12% | 4 | -4% | -3% | 1% | -21%
CCC(C)N1C(=O)C2C(C(=O)Nc3cccc(OC)c3)C3C=CC2(O3)C1C(=O)NC1CCCCC1C (stereo not drawn)
 : -9% | -4 | -1% | 3% | 1% | 0%
Cc1ccc(S(=O)(=O)N(C)C)cc1NC(=S)N1CCCCC1CO (stereo not drawn)
 : -25% | -23 | -3% | 20% | 1% | 0%
Cc1nnc(Sc2nc3c(c(=O)[nH]c(=O)n3C)n2CCc2ccccc2)s1
 : -12% | 27 | 0% | 5% | -3% | 2%
O=C(NC1CCCCC1)c1c(O)nc2sccn2c1=O
 : -11% | -18 | · | 22% | ? | 6%
CCCCNC(=O)/C(C#N)=C/c1ccc2c(c1)OCCO2
 : -10% | ? | 8% | 19% | ? | 7%
CN1C(=O)c2ccccc2N(C)C1c1cccc(O)c1 (stereo not drawn)
 : -11% | 34 | 3% | 6% | -23% | -2%
O=C(Nc1nnc(CCS(=O)(=O)c2ccc(Br)cc2)s1)c1ccc([N+](=O)[O-])cc1
 : -15% | 25 | 3% | 0% | ? | -12%
CN1C(=O)C(O)(CC(=O)c2ccc3c(c2)OCO3)c2ccccc21 (stereo not drawn)
 : -7% | 19 | 7% | 0% | -6% | 0%
Clc1ccc(-c2noc(CN3CCCC3)n2)cc1
 : -4% | 1 | 0% | ? | -1% | 0%
O=C(COC(=O)c1ccccn1)c1ccc(Br)cc1
 : -14% | -1 | 9% | -1% | ? | -33%

Ordered by length of the SMILES (largest number first): some entries from above.
Below each SMILES – AmpC no deterg | HCMV antiviral | FBPA Giardia inh | HCV inh | AmpC inh detg | Sm TGR block
CS(=O)(=O)c1ccc(Cl)c(NC(=O)COC(=O)CNC(=O)c2cccs2)c1
 : -13% | 5 | · | 11% | 0% | 2%
Cc1ccc(S(=O)(=O)N(C)C)cc1NC(=S)N1CCCCC1CO (stereo not drawn)
 : -25% | -23 | -3% | 20% | 1% | 0%
O=C(CNC(=O)c1ccccc1F)OCc1nc2ccccc2s1
 : -47% | 13 | 2% | -11% | -12% | 2%
CC1(C)C=C(c2ccc(C=O)s2)CC(C)(C)N1
 : ? | -7 | 1% | 8% | 1% | -6%

Source: PubChem
